AMPAR-TARP mod: modulates AMPAR-stargazin complexes; AID 1259245; calls only at 30 µM; 3.5% of 40,000 active; HEK293 GluA2+stargazin, membrane potential dye (FDSS), glutamate EC50; hits were called plate by plate, in both directions; O88602+P19491;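 active = any of four per-well response measures lying three or more SD from its plate-wide compound average, in either direction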
Target sequence (O88602 whole entry, looked up): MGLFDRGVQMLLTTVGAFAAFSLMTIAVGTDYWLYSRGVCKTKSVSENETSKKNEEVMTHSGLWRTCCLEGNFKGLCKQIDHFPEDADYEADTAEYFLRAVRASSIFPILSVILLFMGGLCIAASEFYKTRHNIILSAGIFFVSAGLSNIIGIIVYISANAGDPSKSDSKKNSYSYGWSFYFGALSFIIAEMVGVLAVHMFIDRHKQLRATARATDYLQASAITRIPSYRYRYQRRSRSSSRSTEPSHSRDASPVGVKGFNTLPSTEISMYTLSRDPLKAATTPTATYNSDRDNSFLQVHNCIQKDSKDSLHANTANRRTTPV
Target sequence (P19491 whole entry, looked up): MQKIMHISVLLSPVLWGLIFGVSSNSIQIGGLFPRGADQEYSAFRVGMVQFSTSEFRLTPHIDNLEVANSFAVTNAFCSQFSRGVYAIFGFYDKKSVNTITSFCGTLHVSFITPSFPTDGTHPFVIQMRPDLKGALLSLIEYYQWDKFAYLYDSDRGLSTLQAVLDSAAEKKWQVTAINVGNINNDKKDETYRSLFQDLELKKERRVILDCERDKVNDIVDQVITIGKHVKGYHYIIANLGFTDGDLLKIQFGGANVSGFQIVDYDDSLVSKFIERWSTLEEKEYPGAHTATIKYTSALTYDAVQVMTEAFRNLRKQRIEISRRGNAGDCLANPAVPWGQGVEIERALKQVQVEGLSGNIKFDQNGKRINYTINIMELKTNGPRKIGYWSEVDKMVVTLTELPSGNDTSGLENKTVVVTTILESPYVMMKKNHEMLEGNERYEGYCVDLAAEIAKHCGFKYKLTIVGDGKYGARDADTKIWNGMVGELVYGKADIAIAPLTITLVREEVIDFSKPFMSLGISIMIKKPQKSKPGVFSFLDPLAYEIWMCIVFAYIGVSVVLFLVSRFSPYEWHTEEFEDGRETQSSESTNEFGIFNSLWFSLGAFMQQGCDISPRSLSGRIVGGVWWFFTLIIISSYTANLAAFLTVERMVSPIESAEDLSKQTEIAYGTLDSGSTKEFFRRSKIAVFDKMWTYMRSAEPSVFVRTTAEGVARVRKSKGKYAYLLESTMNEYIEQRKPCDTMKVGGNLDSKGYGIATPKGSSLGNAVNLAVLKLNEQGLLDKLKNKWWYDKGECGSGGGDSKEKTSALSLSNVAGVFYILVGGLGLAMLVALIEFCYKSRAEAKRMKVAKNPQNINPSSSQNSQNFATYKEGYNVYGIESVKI
AMPAR-TARP mod agonism max-min: further read-out of AMPAR-TARP mod, marked with its call; compound max-min signal; compound-alone response (agonism);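 unitless range of fluorescence divided by baseline over first 100 seconds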
AMPAR-TARP mod glutamate slope: recorded beside AMPAR-TARP mod, whose call it bears; glutamate slope, % of max; measured here: glutamate response slope, % max;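 scaled per plate between vehicle wells and maximal 1 mM glutamate control wells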
An asterisk follows results filed as active. Not all compounds are listed; the hit share may differ from the screen's.

Results for CCOc1ccccc1/C=N/NC(=O)CNC(=O)c1ccc(S(=O)(=O)N2CCCCC2)cc1 ?
AMPAR-TARP mod: inactive; AMPAR-TARP mod agonism max-min: 0.0772; AMPAR-TARP mod glutamate slope: 57.7

Results for NCC1COC2(CCCCC2)O1 (stereo not drawn) ?
AMPAR-TARP mod: inactive; AMPAR-TARP mod agonism max-min: 0.041; AMPAR-TARP mod glutamate slope: 48.9

What do the screens show for `Cc1cccc(Cn2c(=O)c3nscc3n(CC(=O)Nc3ccccc3C)c2=O)c1`?
AMPAR-TARP mod: inactive; AMPAR-TARP mod agonism max-min: 0.111; AMPAR-TARP mod glutamate slope: 46.8

Results for CN1CCN(c2oc(-c3ccco3)nc2S(=O)(=O)c2ccc(Cl)cc2)CC1 ?
AMPAR-TARP mod: inactive; AMPAR-TARP mod agonism max-min: 0.0922; AMPAR-TARP mod glutamate slope: 57.1

Results for Cc1ccccc1Cn1c(=O)c2c(nc3n2CCCN3c2ccc(Oc3ccccc3)cc2)n(C)c1=O ?
AMPAR-TARP mod: inactive; AMPAR-TARP mod agonism max-min: 0.0902; AMPAR-TARP mod glutamate slope: 32.5

How did O=C(NCCCN1CCCCC1)c1ccc2c(=O)n(Cc3ccc(Cl)cc3)c(=S)[nH]c2c1 do in these assays?
AMPAR-TARP mod: inactive; AMPAR-TARP mod agonism max-min: 0.111; AMPAR-TARP mod glutamate slope: 81.0

Results for Cc1noc(C)c1S(=O)(=O)NCC(c1ccco1)N1CCOCC1 (stereo not drawn) ?
AMPAR-TARP mod: inactive; AMPAR-TARP mod agonism max-min: 0.111; AMPAR-TARP mod glutamate slope: 45.8

What do the screens show for `COC1CCN(S(=O)(=O)c2cccc(F)c2)CC1`?
AMPAR-TARP mod: inactive; AMPAR-TARP mod agonism max-min: 0.128; AMPAR-TARP mod glutamate slope: 74.7

Results for COc1ccc(CNC(=O)Cn2nc3c(c2NC(=O)c2ccc([N+](=O)[O-])o2)CSC3)cc1 ?
AMPAR-TARP mod: inactive; AMPAR-TARP mod agonism max-min: 0.116; AMPAR-TARP mod glutamate slope: 75.0

How did O=S(=O)(c1ccccc1)c1nc(-c2ccccc2)oc1NCCCn1ccnc1 do in these assays?
AMPAR-TARP mod: inactive; AMPAR-TARP mod agonism max-min: 0.121; AMPAR-TARP mod glutamate slope: 58.6

Results for O=C(Nc1ccc2ncsc2c1)c1ccc(S(=O)(=O)N2CCc3ccccc3C2)cc1 ?
AMPAR-TARP mod: inactive; AMPAR-TARP mod agonism max-min: 0.0264; AMPAR-TARP mod glutamate slope: 43.6

How did COC(=O)c1scc(-c2ccccc2)c1S(=O)(=O)N1CCC(C(N)=O)(N2CCCCC2)CC1 do in these assays?
AMPAR-TARP mod: inactive; AMPAR-TARP mod agonism max-min: 0.0578; AMPAR-TARP mod glutamate slope: 54.8

Results for Clc1cccc(Cl)c1Cn1cnc2ccccc21 ?
AMPAR-TARP mod: inactive; AMPAR-TARP mod agonism max-min: 0.0602; AMPAR-TARP mod glutamate slope: 80.5

Results for CCOC(=O)c1sc(=NC(=O)C2CCCN(S(C)(=O)=O)C2)n(C)c1C (stereo not drawn) ?
AMPAR-TARP mod: inactive; AMPAR-TARP mod agonism max-min: 0.126; AMPAR-TARP mod glutamate slope: 38.5

Results for CCOC(=O)c1c(NC(=O)C(c2ccccc2)c2ccccc2)sc(C(N)=O)c1C ?
AMPAR-TARP mod: inactive; AMPAR-TARP mod agonism max-min: 0.061; AMPAR-TARP mod glutamate slope: 0.0

What do the screens show for `O=C(NCCC(O)c1ccco1)C(=O)NCc1ccc2c(c1)OCO2` (stereo not drawn)?
AMPAR-TARP mod: inactive; AMPAR-TARP mod agonism max-min: 0.116; AMPAR-TARP mod glutamate slope: 49.9

Results for COc1cccc(NC(=O)CSc2ncnc3c2nnn3C)c1 ?
AMPAR-TARP mod: inactive; AMPAR-TARP mod agonism max-min: 0.0341; AMPAR-TARP mod glutamate slope: 16.9

What do the screens show for `CCOc1ccc(CC(=O)Nc2sccc2C#N)cc1`?
AMPAR-TARP mod: inactive; AMPAR-TARP mod agonism max-min: 0.114; AMPAR-TARP mod glutamate slope: 58.3

How did COc1ccccc1C(=O)Nc1cccc(Oc2ccc(C)nn2)c1 do in these assays?
AMPAR-TARP mod: inactive; AMPAR-TARP mod agonism max-min: 0.0802; AMPAR-TARP mod glutamate slope: 67.5

What do the screens show for `CN(C)C(CNC(=O)c1ccc([N+](=O)[O-])cc1)c1cccs1` (stereo not drawn)?
AMPAR-TARP mod: inactive; AMPAR-TARP mod agonism max-min: 0.0519; AMPAR-TARP mod glutamate slope: 49.1

Two entries picked at random from those above, as already listed:
What do the screens show for `Cc1cccc(Cn2c(=O)c3nscc3n(CC(=O)Nc3ccccc3C)c2=O)c1`?
AMPAR-TARP mod: inactive; AMPAR-TARP mod agonism max-min: 0.111; AMPAR-TARP mod glutamate slope: 46.8

How did COc1ccccc1C(=O)Nc1cccc(Oc2ccc(C)nn2)c1 do in these assays?
AMPAR-TARP mod: inactive; AMPAR-TARP mod agonism max-min: 0.0802; AMPAR-TARP mod glutamate slope: 67.5

Next part:
Results for CCS(=O)(=O)c1ccc(C(=O)N(CCN2CCOCC2)c2nc3c(F)cccc3s2)cc1 ?
AMPAR-TARP mod: inactive; AMPAR-TARP mod agonism max-min: 0.0578; AMPAR-TARP mod glutamate slope: 45.1

Results for Cc1ccc(NC(=O)c2ccc(OC(C)C)cc2)cc1N1CCCCC1=O ?
AMPAR-TARP mod: inactive; AMPAR-TARP mod agonism max-min: 0.0906; AMPAR-TARP mod glutamate slope: 49.8

Results for N#CC(c1ccccn1)N1CCOCC1 (stereo not drawn) ?
AMPAR-TARP mod: inactive; AMPAR-TARP mod agonism max-min: 0.0456; AMPAR-TARP mod glutamate slope: 53.3

How did COCCn1c(=O)c2c(nc(-n3nc(C)cc3C)n2Cc2ccccc2)n(C)c1=O do in these assays?
AMPAR-TARP mod: inactive; AMPAR-TARP mod agonism max-min: 0.0788; AMPAR-TARP mod glutamate slope: 51.0

What do the screens show for `Cc1nn(C2CCS(=O)(=O)C2)c2nc(-c3ccco3)cc(C(=O)Nc3ccc4c(c3)OCO4)c12` (stereo not drawn)?
AMPAR-TARP mod: inactive; AMPAR-TARP mod agonism max-min: 0.0502; AMPAR-TARP mod glutamate slope: 40.8

What do the screens show for `COc1ccc(CCNc2nccn(-c3ccc4c(c3)OCCO4)c2=O)cc1OC`?
AMPAR-TARP mod: inactive; AMPAR-TARP mod agonism max-min: 0.102; AMPAR-TARP mod glutamate slope: 53.5

Results for COc1ccc(S(=O)(=O)CCCC(=O)Nc2sc3c(c2C#N)CCC(C)C3)cc1 (stereo not drawn) ?
AMPAR-TARP mod: inactive; AMPAR-TARP mod agonism max-min: 0.0636; AMPAR-TARP mod glutamate slope: 51.0

What do the screens show for `COC(=O)c1ccc(NC(=O)c2ccc(S(=O)(=O)NCc3cccnc3)o2)cc1`?
AMPAR-TARP mod: inactive; AMPAR-TARP mod agonism max-min: 0.0929; AMPAR-TARP mod glutamate slope: 56.9

What do the screens show for `CC(=O)Nc1ccc(NC(=O)c2cc(-c3cc(Cl)ccc3Cl)oc2C)cc1`?
AMPAR-TARP mod: inactive; AMPAR-TARP mod agonism max-min: 0.109; AMPAR-TARP mod glutamate slope: 54.4

How did CC(C)c1ccc(NC(=O)C2CCN(c3cnc4ccccc4n3)CC2)cc1 do in these assays?
AMPAR-TARP mod: inactive; AMPAR-TARP mod agonism max-min: 0.0674; AMPAR-TARP mod glutamate slope: 80.1

How did Cc1nc(N2CCN(c3ccccc3F)CC2)c2c3c(sc2n1)CCCC3 do in these assays?
AMPAR-TARP mod: inactive; AMPAR-TARP mod agonism max-min: 0.0766; AMPAR-TARP mod glutamate slope: 40.8

Results for O=C(NCC(F)(F)F)c1nc(-c2cnccn2)no1 ?
AMPAR-TARP mod: inactive; AMPAR-TARP mod agonism max-min: 0.145; AMPAR-TARP mod glutamate slope: 59.2

Results for O=S(=O)(c1ccc(F)cc1)N1N=C(c2ccc(F)cc2)CC1c1ccc2nccnc2c1 (stereo not drawn) ?
AMPAR-TARP mod: inactive; AMPAR-TARP mod agonism max-min: 0.116; AMPAR-TARP mod glutamate slope: 50.3

What do the screens show for `Cc1c(C(=O)Nc2ccc(-c3ccc(=O)n(C)n3)cc2)cccc1[N+](=O)[O-]`?
AMPAR-TARP mod: inactive; AMPAR-TARP mod agonism max-min: 0.0376; AMPAR-TARP mod glutamate slope: 29.2

Results for COc1ccc(NC(=O)Cn2c(=O)n(C3CC3)c(=O)c3nscc32)cc1Cl ?
AMPAR-TARP mod: inactive; AMPAR-TARP mod agonism max-min: 0.127; AMPAR-TARP mod glutamate slope: 60.7

Results for COc1ccc(-c2csc(-n3nc(C)cc3NC(=O)C(C)Oc3ccccc3)n2)cc1OC (stereo not drawn) ?
AMPAR-TARP mod: inactive; AMPAR-TARP mod agonism max-min: 0.0426; AMPAR-TARP mod glutamate slope: 31.4

How did CC(C)(C)NCC(O)COc1ccc2ccccc2c1 (stereo not drawn) do in these assays?
AMPAR-TARP mod: inactive; AMPAR-TARP mod agonism max-min: 0.0795; AMPAR-TARP mod glutamate slope: 54.9

What do the screens show for `COC(=O)c1sccc1S(=O)(=O)Nc1cc(C)c(Cl)cc1OC`?
AMPAR-TARP mod: inactive; AMPAR-TARP mod agonism max-min: 0.09; AMPAR-TARP mod glutamate slope: 62.2

What do the screens show for `CC(C)OCCCNc1nc2c(c(=O)n(C)c(=O)n2C)n1CC(O)COc1ccccc1` (stereo not drawn)?
AMPAR-TARP mod: inactive; AMPAR-TARP mod agonism max-min: 0.14; AMPAR-TARP mod glutamate slope: 48.9

How did CSc1ccc(CC(=O)Nc2c(C(N)=O)oc3ccccc23)cc1 do in these assays?
AMPAR-TARP mod: inactive; AMPAR-TARP mod agonism max-min: 0.0923; AMPAR-TARP mod glutamate slope: 63.0

Among those listed so far, these contain fluorine:
What do the screens show for `COC1CCN(S(=O)(=O)c2cccc(F)c2)CC1`?
AMPAR-TARP mod: inactive; AMPAR-TARP mod agonism max-min: 0.128; AMPAR-TARP mod glutamate slope: 74.7

Results for CCS(=O)(=O)c1ccc(C(=O)N(CCN2CCOCC2)c2nc3c(F)cccc3s2)cc1 ?
AMPAR-TARP mod: inactive; AMPAR-TARP mod agonism max-min: 0.0578; AMPAR-TARP mod glutamate slope: 45.1

How did Cc1nc(N2CCN(c3ccccc3F)CC2)c2c3c(sc2n1)CCCC3 do in these assays?
AMPAR-TARP mod: inactive; AMPAR-TARP mod agonism max-min: 0.0766; AMPAR-TARP mod glutamate slope: 40.8

Results for O=C(NCC(F)(F)F)c1nc(-c2cnccn2)no1 ?
AMPAR-TARP mod: inactive; AMPAR-TARP mod agonism max-min: 0.145; AMPAR-TARP mod glutamate slope: 59.2

Results for O=S(=O)(c1ccc(F)cc1)N1N=C(c2ccc(F)cc2)CC1c1ccc2nccnc2c1 (stereo not drawn) ?
AMPAR-TARP mod: inactive; AMPAR-TARP mod agonism max-min: 0.116; AMPAR-TARP mod glutamate slope: 50.3

(continued)
Results for Cn1nc(NC(=O)CSCc2ccccc2)c2c1NC(=O)CC2c1cccs1 (stereo not drawn) ?
AMPAR-TARP mod: inactive; AMPAR-TARP mod agonism max-min: 0.126; AMPAR-TARP mod glutamate slope: 61.0

What do the screens show for `COc1ccc(CC(=O)Nc2ccc(N3CCCC3=O)cc2)cc1`?
AMPAR-TARP mod: inactive; AMPAR-TARP mod agonism max-min: 0.0938; AMPAR-TARP mod glutamate slope: 53.4

What do the screens show for `CC(C)(C)CC(C)(C)c1ccc(OCC(=O)Nc2nccs2)cc1`?
AMPAR-TARP mod: inactive; AMPAR-TARP mod agonism max-min: 0.112; AMPAR-TARP mod glutamate slope: 44.5

What do the screens show for `CN1CCCc2cc(CCNC(=O)C(=O)Nc3cc(Cl)ccc3C#N)ccc21`?
AMPAR-TARP mod: inactive; AMPAR-TARP mod agonism max-min: 0.0918; AMPAR-TARP mod glutamate slope: 56.9

Results for COc1ccc(-c2nc3nc(-c4ccccc4OC)cc(C(=O)O)c3[nH]2)cc1 ?
AMPAR-TARP mod: inactive; AMPAR-TARP mod agonism max-min: 0.0988; AMPAR-TARP mod glutamate slope: 54.8

Results for C=CCN1CC(C(=O)O)CC1=O (stereo not drawn) ?
AMPAR-TARP mod: inactive; AMPAR-TARP mod agonism max-min: 0.11; AMPAR-TARP mod glutamate slope: 66.2

How did O=C(NCCOc1ccc(F)cc1)C1CN(C(=O)c2c[nH]c3ccccc23)C1 do in these assays?
AMPAR-TARP mod: inactive; AMPAR-TARP mod agonism max-min: 0.0887; AMPAR-TARP mod glutamate slope: 55.9

Results for C=CCNCc1ccc(OC)c(OC)c1 ?
AMPAR-TARP mod: inactive; AMPAR-TARP mod agonism max-min: 0.0637; AMPAR-TARP mod glutamate slope: -7.4

Results for O=C(NCCC(O)c1ccco1)Nc1cccs1 (stereo not drawn) ?
AMPAR-TARP mod: inactive; AMPAR-TARP mod agonism max-min: 0.0772; AMPAR-TARP mod glutamate slope: 53.2

How did CCOC(=O)c1c(NC(=O)COc2cccc3c2CCN(Cc2ccc(F)cc2)C3=O)sc2c1CCC2 do in these assays?
AMPAR-TARP mod: inactive; AMPAR-TARP mod agonism max-min: 0.112; AMPAR-TARP mod glutamate slope: 72.7

How did Cc1ccc(C)c(NC(=O)Cn2nc3n(c(=O)c2=O)CCN3c2ccccc2)c1 do in these assays?
AMPAR-TARP mod: inactive; AMPAR-TARP mod agonism max-min: 0.0726; AMPAR-TARP mod glutamate slope: 36.0

What do the screens show for `O=C(NCC1(O)CCCC1)c1c(F)cccc1Cl`?
AMPAR-TARP mod: inactive; AMPAR-TARP mod agonism max-min: 0.0765; AMPAR-TARP mod glutamate slope: 59.9

How did CSc1ccccc1NC(=O)C1CCCCN1S(C)(=O)=O (stereo not drawn) do in these assays?
AMPAR-TARP mod: inactive; AMPAR-TARP mod agonism max-min: 0.095; AMPAR-TARP mod glutamate slope: 61.9

Results for CC(C)(C)NC(=O)N1CCC(CNC(=O)Nc2ccc3c(c2)OCO3)CC1 ?
AMPAR-TARP mod: inactive; AMPAR-TARP mod agonism max-min: 0.0763; AMPAR-TARP mod glutamate slope: 43.5

Screening data: PubChem, Vanderbilt High Throughput Screening Facility
